Lipid storage S3: qHTS Assay for Lipid Storage Modulators in Drosophila S3 Cells; Drosophila S3 cells, BODIPY lipid droplet fluorescence, 18-24 h; cells fed with added oleic acid; AID 2685; 320,000 compounds, 0.64% hits; Potency in µM for hits, for the others lipid storage change, negative = inhibition, % at the top dose, mostly 46.1 µM; active means well fitted inhibition curve with a large enough effect in the signal ratio, with a control signal flat, not every such curve was filed as active; inconclusive means small, poorly fitted or top-dose-only effect, or effect the other way, or a change in a side signal; the % refers to the signal ratio
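Drosophila S3 cells got compounds at several concentrations plus oleic acid (400 uM solution). Laser-scanning cytometry with 488 nm excitation read lipid droplets at 500-530 nm and cells at 575-640 nm. Percent activity was relative to 20 uM Triacsin C.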
Lipid storage S3 cell count max: also measured in Lipid storage S3; calls as there; cell number change, %; measured here: cell count max response;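 cells counted by Cell Tracker Red CMTPX staining in the red channel; peak over a dose series mostly up to 46.1 µM; percent activity relative to internal control wells on each plate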
Numbers without * were called inactive; i = inactive; u = inconclusive; x = no result given. On the % scale 0 is the no-effect control and ±100 the full control effect; potency means the concentration at half of the fitted maximal effect. The list is partial. The share of hits here may be higher or lower than overall.

SMILES	Lipid storage S3	Lipid storage S3 cell count max
Cc1ccc(CN2C(=O)C3CCCN3c3ccc(S(=O)(=O)N4CCOCC4)cc32)cc1 (configuration not stated)	12.5%	-6.7
Cn1cnnc1SCC(=O)N1CCN(C(=O)c2ccco2)CC1	14.7%	13.3
COc1c2ccoc2nc2c(OC)c(OCC(OC(C)=O)C(C)(C)O)ccc12 (configuration not stated)	-22.4%	x
CO/N=C(\C)C(Cc1ccc(Cl)nc1)Cc1ccc(Cl)nc1	u	x
CSc1ccc(CCNC(=O)CCc2nnc3ccc(NCCCN4CCCC4=O)nn23)cc1	-16.1%	8.3
COCCCNC(=O)N1c2ccccc2Sc2ccccc21	-19.0%	-25.7
COc1ccc(C2(c3ccc(OC)cc3)NC(=O)N(CC(=O)Nc3ccccc3C(F)(F)F)C2=O)cc1	i	15.7
C=CCN1C(=O)/C(=C2/Sc3ccc(OC)cc3N2C)SC1=Nc1ccccc1	0.3%	-5.6
O=C(c1ccc(NC2=NC3CS(=O)(=O)CC3S2)cc1)N1CCN(Cc2ccccc2)CC1 (configuration not stated)	9.9%	10.4
O=[N+]([O-])c1ccc2c(c1)nc1n2CCN(CC2CCCO2)C1 (configuration not stated)	u	x
O=C(CCn1c(=O)oc2ccccc21)N(Cc1ccccc1)c1ccccc1	-0.1%	-15.0
Cc1cc(S(=O)(=O)Nc2ccc(C(=O)NCC(c3ccco3)N(C)C)cc2)ccc1F (configuration not stated)	20.9%	x
O=C(Nc1ccccn1)c1cc(-c2cccnc2)nc2ccc(Br)cc12	u	x
O=C(O)c1ccccc1C(=O)Nc1ccc(Oc2cccc(C(F)(F)F)c2)nc1	u	x
OC(CNC1Cc2ccccc2C1)COc1ccc(F)cc1 (configuration not stated)	u	x
CS(=O)(=O)N(CC(=O)Nc1ccc2c(c1)OCO2)c1ccccc1	9.0%	-10.6
COc1ccc(Cc2nc3ccc(C(=O)NCc4ncc(C)[nH]4)cc3o2)cc1OC	u	x
FC(F)(F)c1ccc(Cl)c(-n2c(-c3cc(C4CC4)[nH]n3)n[nH]c2=S)c1	0.6%	1.5
O=C(CNc1cc([N+](=O)[O-])ccc1NCCO)Nc1cccc(S(=O)(=O)N2CCCCC2)c1	u	x
O=C(CSc1n[nH]c(-c2ccccc2F)n1)Nc1cc(F)ccc1F	u	x
O=C1NC(=Nc2ccc(O)cc2)S/C1=C\C=C\c1ccco1	1.1%	-0.4
CCOc1ccc(Cc2nc(C)c(CC(=O)N3CCOCC3)c(=O)[nH]2)cc1	u	x
O=C(c1cccs1)N1CCc2ccccc21	u	x
CC(C(=O)NC(=O)NC1CCCCC1)N(C)CC(=O)Nc1ccc(F)c(F)c1F (configuration not stated)	u	x
CCn1cc(C(=O)O)c(=O)c2cc(F)c(N/N=C/c3ccccc3)cc21	15.1%	4.3

Next entries:
SMILES	Lipid storage S3	Lipid storage S3 cell count max
COC(=O)C(Cc1ccccc1)NC(=O)CC(C)CC(=O)Nc1ccc(OC)cc1OC (configuration not stated)	u	x
CCOC(=O)c1c(NC(=O)COC(=O)CC(NC(C)=O)c2ccccc2)sc(C(=O)NC)c1C (configuration not stated)	u	x
CCc1cccc(CC)c1NC(=O)C1CCN(C(=O)c2ccco2)CC1	u	x
COc1ccc(NC(=O)CC2SC(N3CCOCC3)=NC2=O)cc1OC (configuration not stated)	u	x
O=C(N1CCc2[nH]c3ccccc3c2C1)C(F)(F)F	u	x
Cc1cccc(C(=O)N2CCN(Cc3nc4sc5c(c4c(=O)[nH]3)CCCC5)CC2)c1	u	x
CCCCCCC(=O)Oc1cccc(N2C(=O)C3CCCCC3C2=O)c1 (configuration not stated)	u	x
CN1CCC(N(C)C(=O)c2ccc(Cl)c(S(=O)(=O)N3CCCCC3)c2)CC1	14.6µM*	-2.3*
CCOc1c2ccc(C(=O)NCc3ccc4c(c3)OCO4)cc2nn1CCOC	-18.9%	2.1
COc1cccc2cc(C(=O)NCc3ccco3)c(=Nc3ccc(C(=O)O)cc3)oc12	u	x
CCOC(=O)c1cnc2c(-c3ccccc3)cnn2c1C	u	x
CC1(C)Cc2c(cnn2-c2ccccc2)C(=O)/C1=N\NC(=O)c1ccccc1O	u	x
Cc1cc(C)c(NC(=O)CSc2nc(COc3ccccc3)nc3ccccc23)c(C)c1	u	x
CN(C)c1ccc(C(C(=O)NCC2CCCO2)N(C(=O)c2snc(C(N)=O)c2N)c2ccc3c(c2)OCO3)cc1 (configuration not stated)	u	x
COc1cc(/C=C/C(=O)N2CCN(Cc3ccccc3)CC2)cc(OC)c1OC	-8.6%	5.8
COc1ccc(/C(C)=N/NC(=O)CNC(=O)/C=C\c2ccccc2)c(OC)c1	u	x
O=C(Nc1ccc(-c2csc(Nc3ccccc3)n2)cc1)c1cccc(C(F)(F)F)c1	u	x
COc1ccc(C(=O)NCCS(=O)(=O)N(C)Cc2ccccc2)cc1	8.4%	x
COc1ccccc1CN1CCN(Cc2nc(-c3ccccc3)no2)CC1	15.9%	-10.1
O=C(N[C@@H](Cc1ccccc1)C(=O)OCc1ccccc1)c1nc[nH]c1C(=O)N1CCc2ccccc2C1	u	x
CCN(CC)c1ccc(/C=C2\NC(=O)NC2=O)cc1	14.6%	-6.7
CN(CC(=O)Nc1ccccc1C(F)(F)F)C(=O)CSc1nnnn1C	u	x
CS(=O)(=O)N(CC(=O)N1CCOCC1)c1cc(C(F)(F)F)ccc1Cl	u	x
COc1ccc(CC(=O)OCc2nnc(-c3ccccc3)o2)cc1	u	x
O=C(NCc1ccco1)C(c1ccco1)N(CCc1ccccc1)C(=O)Cn1nnc2ccccc21 (configuration not stated)	u	x

(further entries)
SMILES	Lipid storage S3	Lipid storage S3 cell count max
CCCS(=O)(=O)N1CCN(C(=O)COc2ccccc2)CC1	u	x
Cc1cc(C(=O)NC(C)CCc2ccccc2)ccc1[N+](=O)[O-] (configuration not stated)	u	x
COc1ccccc1CCC(=O)N(CCC1=CCCCC1)c1c(N)n(Cc2ccccc2)c(=O)[nH]c1=O	i	12.6
COc1ccccc1N1CCN(CCN2C(=O)C3CCCN3C2=O)CC1 (configuration not stated)	u	x
Cc1cc(NS(=O)(=O)c2ccc(NC(=O)c3c(F)c(F)c(F)c(F)c3F)cc2)nc(C)n1	u	x
COC(=O)c1sccc1Oc1ccc(Cl)cc1N1C(=O)CCC1=O	u	x
COc1ccc(-n2ncc3c(SCC(=O)N4CCN(c5ccccc5OC)CC4)ncnc32)cc1	14.0%	6.9
CC(=O)Nc1ccc(S(=O)(=O)NCc2ccc(C(=O)NC(C)c3ccccc3)cc2)cc1 (configuration not stated)	u	x
O=C(O)CCC(=O)NNC(=O)c1cccc(Br)c1	u	x
COCCNC(=O)C(=O)N/N=C(\C)CC(=O)Nc1cccnc1	-2.8%	6.9
CCCn1c(=S)[nH]c2cc(Cl)ccc21	14.4%	-0.5
Cc1c(-c2ccccc2)oc2nc3c(c(=O)n(C)c(=O)n3C)n12	u	x
CC(C(=O)Nc1cccc([N+](=O)[O-])c1)N1CCN(C/C=C/c2ccccc2)CC1 (configuration not stated)	6.8%	-1.2
O=C(c1ccccc1)N1CCN(S(=O)(=O)c2ccccc2)CC1	-14.9%	-8.8
COc1cc(C2c3sc(=O)[nH]c3SC3C(=O)N(c4ccc(Br)cc4)C(=O)C32)ccc1O (configuration not stated)	0.3%	x
Cc1cc2oc(=O)cc(CN3CCN(Cc4ccc5c(c4)OCO5)CC3)c2cc1C	7.5%	-1.0
CSc1nc(C)cc(-n2ccc(=O)[nH]c2=O)n1	2.7%	-3.8
Cc1nnc(NC(=O)c2cc(-c3ccco3)nc3ccccc23)s1	u	x
COc1ccccc1C(=O)Nc1ccc(C(=O)/C=C/c2cccs2)cc1	u	x
Oc1ccc(-c2csc(-c3ccccc3)n2)cc1O	u	x
O=C(NNC(=O)C12CC3CC(CC(C3)C1)C2)c1cnccn1	u	x
CCCCNC(=S)NNC(=O)c1cc(-c2cccnc2)nc2ccccc12	u	x
Cc1onc(-c2ccccc2)c1C(=O)Nc1sc2c(c1C#N)CCC(C)C2 (configuration not stated)	13.9%	-3.4
O=C1CNC(=S)N1CCc1ccc(O)c(O)c1	16.6%	-1.1
Cc1cc(C(=O)COC(=O)c2ccc[nH]c2=O)c(C)n1-c1ccc(F)cc1	u	x

The listing continues:
SMILES	Lipid storage S3	Lipid storage S3 cell count max
Clc1ccc(-c2cc(-c3nnc4n3CCCCC4)c3ccccc3n2)cc1	1.0%	-13.2
CNc1cc(N2CCCC2)ccc1[N+](=O)[O-]	-14.8%	-13.5
Cc1cccc(NC(=O)C2Cc3ccccc3CN2C(=O)OCc2ccccc2)c1C (configuration not stated)	u	x
COc1ccc(-c2nnn(CC#N)n2)cc1OC	u	x
Cc1ccc(Cc2nc(-c3cccc(C)c3)no2)cc1	i	-19.6
CC(C)Oc1ccccc1-c1cc(C(=O)N/N=C/c2cccnc2)c2ccccc2n1	u	x
N#CC(=NCc1cccnc1)C1=C(O)c2ccccc2C1=O	7.4%	1.5
CCN(CCn1cccn1)C(=O)c1cc(COc2cc(C)ccc2C)on1	2.3%	2.3
CCOC(=O)c1[nH]c2cc3c(cc2c1NC(=O)CN1CC(C)CC(C)C1)OCO3 (configuration not stated)	u	x
CCOc1ccc(NS(=O)(=O)c2ccc(OCC(=O)N3CCCC3)cc2)cc1	4.4%	-4.3
CCCn1nnnc1NC(=O)COc1ccc(Cl)c(C)c1	u	x
Cc1ccc(S(=O)(=O)CCC(=O)Nc2nnc(-c3ccc(F)cc3)o2)cc1	u	x
Cc1ccc(NC(=O)CCc2nnc3ccc(NCc4ccco4)nn23)cc1F	i	x
CCOC(=O)c1cccc(-n2c(C)cc(C=O)c2C)c1	u	x
COC(=O)CN(n1cnnc1)S(=O)(=O)c1ccc(C)cc1	u	x
O=C(c1cc(-n2cnnc2)ccc1Cl)N1CCN(c2nc(-c3ccccc3)cs2)CC1	u	x
COc1cccc(NC(=O)C(=O)NCCCn2ccnc2)c1	2.6%	7.5
Cc1cc(C)cc(OCC(=O)OCC(=O)NC2CCCC2)c1	u	x
Cc1c(N=C2SC(CC(=O)Nc3ccccc3)C(=O)N2CCN2CCOCC2)c(=O)n(-c2ccccc2)n1C (configuration not stated)	u	x
Cc1cc(-c2ccccc2)nc(Oc2cccc(C(F)(F)F)c2)c1S(C)(=O)=O	u	x
COCCn1c(SCC(=O)NC2CC2)nnc1-c1ccco1	u	x
COc1ccc(CNC(=O)C/C(C)=N/NC(=O)COc2ccc(Br)cc2)cc1	u	x
CSc1ccccc1NC(=O)CN(C)CC(=O)NCc1ccccc1	2.8%	15.0
Cc1ccc(C(=O)COC(=O)CCC(=O)NC2CCCCC2)cc1C	u	x
COc1cccc(N(C(=O)c2snc(C(N)=O)c2N)C(C(=O)NCC2CCCO2)c2cccs2)c1 (configuration not stated)	u	x

Some of these compounds in order of number of heavy atoms, low to high.
SMILES	Lipid storage S3	Lipid storage S3 cell count max
COCCn1c(SCC(=O)NC2CC2)nnc1-c1ccco1	u	x
Cc1ccc(C(=O)COC(=O)CCC(=O)NC2CCCCC2)cc1C	u	x
Clc1ccc(-c2cc(-c3nnc4n3CCCCC4)c3ccccc3n2)cc1	1.0%	-13.2
CCOC(=O)c1[nH]c2cc3c(cc2c1NC(=O)CN1CC(C)CC(C)C1)OCO3 (configuration not stated)	u	x

Retrieved by compound from the list above:
SMILES	Lipid storage S3	Lipid storage S3 cell count max
O=C(c1cc(-n2cnnc2)ccc1Cl)N1CCN(c2nc(-c3ccccc3)cs2)CC1	u	x
COCCn1c(SCC(=O)NC2CC2)nnc1-c1ccco1	u	x
Cc1ccc(NC(=O)CCc2nnc3ccc(NCc4ccco4)nn23)cc1F	i	x
COC(=O)CN(n1cnnc1)S(=O)(=O)c1ccc(C)cc1	u	x
Cc1cc(-c2ccccc2)nc(Oc2cccc(C(F)(F)F)c2)c1S(C)(=O)=O	u	x

New compounds follow.
SMILES	Lipid storage S3	Lipid storage S3 cell count max
COc1ccc(CC(=O)Nc2cccc(C(=O)Nc3ccccc3C(=O)O)c2)cc1OC	u	x
COc1ccc(Cl)cc1NC(=O)CN1CCc2ccccc2C1	u	x
O=C(Cc1cc(C(=O)O)c2ccccc2n1)Nc1ccccc1	-5.1%	-22.1
Brc1ccc(Oc2ncc(CN3CCN(c4ccccc4)CC3)s2)cc1	u	x
COCc1cc(C)nc(Nc2ccc(C)cc2C)c1C#N	u	x
Nc1cc(=O)n(Cc2ccccc2)c(=O)n1-c1ccc(F)cc1	-1.6%	12.1
O=C(COc1ccccc1/C=C\c1nc(O)c([N+](=O)[O-])c(=O)[nH]1)Nc1ccccc1	0.2%	10.9
CCCc1nc2oc3c(NCCN(C)C)ncnc3c2c2c1CCCC2	u	x
Cc1ccc(C(=O)NNC(=O)C2CCN(c3nc(C)cc(C)n3)CC2)cc1	-1.8%	2.8
Cn1c(COc2ccccc2)nnc1SCC(=O)NCc1ccccc1	u	x
COc1ccc(NC(=O)C2CCN(S(=O)(=O)c3c(C)noc3C)CC2)cc1OC	-10.7%	0.2
CCOC(=O)C1CCCCN1Cc1cccc(Oc2ccccc2)c1 (configuration not stated)	-11.2%	-1.0
Cc1cc(C)n(-c2nc3ccccc3[nH]c2=O)n1	5.2%	14.2
O=[N+]([O-])c1cnccc1NC1CCCCC1	u	x
COc1ccc(Cl)cc1/C=C/c1ccc2cccc(O)c2n1	u	x
O=C(NNC(=S)NC(=O)c1ccccc1)c1cccc([N+](=O)[O-])c1	-0.9%	1.5
CCOC(=O)[C@H]1[C@H]2COc3ccc(Cl)cc3[C@@H]2N2C(=O)CN(Cc3ccc(F)cc3)C(=O)[C@@]12C	u	x

Assay outcomes from PubChem BioAssay.
